PAFAH1B2 inh: inhibitors of human PAFAH1B2; actives 1.2% (n = 340,000); P68402; inhibition, % at 3.39 µM; recombinant PAFAH1B2, FP-rhodamine activity probe, fluorescence polarization;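 active = inhibition above the mean of all tested compounds plus 3 SD, cut at about 24% in these data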;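 also: 0% = enzyme with DMSO and 100% = wells lacking PAFAH1B2; many of its hits are not listed in these tables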
PAFAH1B3 inh: inhibitors of human PAFAH1B3. Q15102. recombinant PAFAH1B3, FP-rhodamine probe, fluorescence polarization. inhibition, % at 3.39 µM. actives 0.28% (n = 340,000);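 active = inhibition above the screen-wide average of all tested compounds plus 3 SD, cut at about 25% in these data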;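 also: 0% = enzyme with DMSO only and 100% = wells lacking PAFAH1B3 protein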
PREPL inh: human PREPL enzyme inhibition; AID 2751; actives 0.68% (n = 320,000); recombinant PREPL, fluorescence polarization activity-based probe; Q4J6C6; inhibition, % at 5.96 µM; in the data active = inhibition above about 43%;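 also: 0% = enzyme with DMSO and 100% = wells lacking enzyme; many of its hits are not listed in these tables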
pPAFAH FP inh: pPAFAH (human) enzyme inhibition. recombinant pPAFAH, FP-rhodamine probe fluorescence polarization. inhibition, % at 3.39 µM. actives 1.5% (n = 330,000);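 active = inhibition above the mean inhibition across the screen plus 3 SD, cut at about 25% in these data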;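 also: inhibitors block binding of the rhodamine activity-based probe so polarization drops; 0% = enzyme with DMSO and 100% = wells lacking pPAFAH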
Target sequence (Q13093 whole entry, looked up): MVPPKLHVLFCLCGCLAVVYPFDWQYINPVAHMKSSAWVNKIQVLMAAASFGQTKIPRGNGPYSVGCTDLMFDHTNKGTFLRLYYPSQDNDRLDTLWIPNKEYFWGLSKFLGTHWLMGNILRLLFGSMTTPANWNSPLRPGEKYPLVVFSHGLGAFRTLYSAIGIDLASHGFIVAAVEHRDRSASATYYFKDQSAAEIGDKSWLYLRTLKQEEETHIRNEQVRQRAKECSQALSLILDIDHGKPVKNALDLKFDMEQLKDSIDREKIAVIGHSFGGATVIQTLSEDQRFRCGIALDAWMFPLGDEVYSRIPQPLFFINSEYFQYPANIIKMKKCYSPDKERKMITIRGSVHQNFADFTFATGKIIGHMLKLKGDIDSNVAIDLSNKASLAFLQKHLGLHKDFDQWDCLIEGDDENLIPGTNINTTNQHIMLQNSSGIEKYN
PME-1 inh: blocks human protein phosphatase methylesterase 1. actives 0.53% (n = 320,000). Q9Y570. inhibition, % at 5.9 µM. recombinant PME-1, FP-Rh probe fluorescence polarization;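 active = inhibition above the campaign mean of all compounds plus 3 SD, cut at about 26% in these data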;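 also: competitive labeling of PME-1 active site by serine hydrolase directed probe; 0% = PME-1 with DMSO and 100% = wells lacking PME-1 enzyme; inhibitors block probe labeling so polarization falls and inhibition rises; many of its hits are not listed in these tables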
GSTO1 inh: blocks human GSTO1 in RBBP9 counter-screen; AID 1974; recombinant GSTO1, activity-based probe fluorescence polarization; P78417; inhibition, % at 5.96 µM; actives 1.1% (n = 300,000);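 active = inhibition above the campaign mean inhibition plus 3 SD, cut at about 35% in these data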;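 also: 0% = GSTO1-1 with DMSO and 100% = wells lacking GSTO1-1 enzyme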
LYPLA1 inh: LYPLA1 (human) inhibition in PME1 counter-screen; inhibition, % at 5.9 µM; actives 0.16% (n = 320,000); recombinant LYPLA1, FP-Rh probe fluorescence polarization; O75608;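 active = inhibition above the mean of all tested compounds plus 3 SD, set per campaign, cut at about 14% in these data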;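 also: inhibitors block serine hydrolase probe labeling of LYPLA1 so polarization falls; 0% = enzyme with DMSO and 100% = wells lacking LYPLA1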
Target sequence (O75608 whole entry, looked up): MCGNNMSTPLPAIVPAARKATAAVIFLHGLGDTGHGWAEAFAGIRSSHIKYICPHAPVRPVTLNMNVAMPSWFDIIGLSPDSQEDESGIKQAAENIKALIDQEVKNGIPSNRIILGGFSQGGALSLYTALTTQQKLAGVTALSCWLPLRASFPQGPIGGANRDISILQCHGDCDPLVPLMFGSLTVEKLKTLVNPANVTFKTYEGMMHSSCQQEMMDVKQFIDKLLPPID
PAD4 inh: blocks human protein arginine deiminase 4 | inhibition, % at 6.36 µM | recombinant PAD4, RCA probe fluorescence polarization | actives 0.41% (n = 330,000);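 active = percent inhibition above a cutoff equal to the mean of all tested compounds plus 3 SD, cut at about 15% in these data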;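 also: 0% = PAD4 with RCA probe and DMSO and 100% = probe without PAD4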
LYPLA2 inh: counter-screen for PME1 inhibitors: inhibitors of human LYPLA2; AID 2177; actives 0.38% (n = 320,000); recombinant LYPLA2, FP-Rh probe fluorescence polarization; inhibition, % at 5.9 µM;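 active = inhibition above the screen-wide mean plus 3 SD, limit set per campaign, cut at about 26% in these data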;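 also: 0% = LYPLA2 with DMSO and 100% = wells lacking LYPLA2 enzyme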
Target sequence (O95372 whole entry, looked up): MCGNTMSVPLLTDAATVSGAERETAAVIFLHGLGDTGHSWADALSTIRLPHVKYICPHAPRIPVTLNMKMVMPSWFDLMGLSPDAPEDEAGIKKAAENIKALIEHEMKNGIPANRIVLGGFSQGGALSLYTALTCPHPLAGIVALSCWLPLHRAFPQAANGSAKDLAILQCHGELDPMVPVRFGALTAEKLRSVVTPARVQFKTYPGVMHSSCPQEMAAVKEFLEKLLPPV
Active calls of the source: *; x = not tested or not shown; & = joins results of further samples.

Labels used below – A = PAFAH1B2 inh; B = PAFAH1B3 inh; C = PREPL inh; D = pPAFAH FP inh; E = PME-1 inh; F = GSTO1 inh; G = LYPLA1 inh; H = PAD4 inh; I = LYPLA2 inh
> COC(=O)N/N=C/c1c[n+]([O-])c2ccccc2[n+]1[O-]
  A: 0; B: 17; C: 6; D: 2; E: -1; F: 3; G: -1; H: 1; I: -6

> C[C@H](O)CC(=O)O
  A: -3&6; B: -2&-7; C: -3&17; D: 2&1; E: -7&5; F: 6&8; G: 2&0; H: -4&3; I: 2&4

> CC(C)(C)NCC(O)COc1cccc2c1C[C@H](O)[C@H](O)C2 (some centres undefined)
  A: -7; B: 33*; C: 5; D: 1; E: -4; F: 1; G: -1; H: 0; I: -3

> Cc1nc2c3ccccc3nc(NNC(=O)CCC(=O)N3CCN(c4ccccc4F)CC3)n2n1
  A: -4; B: 2; C: -13; D: 0; E: -1; F: 6; G: 2; H: 0; I: 4

> CC1(C)O[C@@H]2C[C@H]3[C@@H]4C[C@H](F)C5=CC(=O)C=C[C@]5(C)[C@@]4(F)[C@@H](O)C[C@]3(C)[C@]2(C(=O)CO)O1
  A: 7; B: 13; C: -6; D: 8; E: -1; F: 3; G: -1; H: 0; I: 1

> C=C[C@H]1CN2CC[C@H]1C[C@H]2[C@H](O)c1ccnc2ccc(OC)cc12
  A: 2&-3; B: -2&-5; C: -7&4; D: -3&-1; E: -3&-4; F: 0&0; G: 0&-2; H: -1&0; I: 1&-1

> CCN(CCCCOC(=O)c1ccc(OC)c(OC)c1)C(C)Cc1ccc(OC)cc1 (centres undefined)
  A: 1; B: -5; C: -56; D: 3; E: 0; F: -2; G: -3; H: 0; I: 5

> COc1ccc(C(=O)c2ccccc2)c(O)c1
  A: 4; B: 1; C: -4; D: 3; E: -2; F: 4; G: 3; H: 1; I: 1

> CCCC(=O)O[C@]1(C(=O)CCl)[C@@H](C)C[C@H]2[C@@H]3CCC4=CC(=O)C=C[C@]4(C)[C@@]3(F)C(=O)C[C@@]21C
  A: 4; B: 0; C: 20; D: 7; E: 2; F: 4; G: -3; H: -2; I: -2

> CCC(C(=O)Nc1ccccc1N1CCCC1)c1ccccc1 (centres undefined)
  A: 12; B: 9; C: 8; D: 1; E: -3; F: 3; G: 1; H: 3; I: 3

> CN[C@@H]1[C@H](O)[C@H](NC)[C@H]2O[C@@]3(O)C(=O)C[C@@H](C)O[C@H]3O[C@@H]2[C@H]1O
  A: 9; B: 15; C: 1; D: 1; E: -2; F: 2; G: 0; H: -4; I: 9

> CC(Cc1cccc(C(F)(F)F)c1)NCCOC(=O)c1ccccc1 (centres undefined)
  A: 2&1; B: -2&5; C: -23&-18; D: 2&3; E: -5&1; F: 7&5; G: 2&5; H: 1&-5; I: 4&9

> CC(=O)OCC(=O)[C@@]1(O)CC[C@H]2[C@@H]3CCC4=CC(=O)C=C[C@]4(C)[C@@]3(F)[C@@H](O)C[C@@]21C
  A: 2; B: 2; C: 16; D: -3; E: -11; F: 16; G: 3; H: -1; I: 4

> COc1ccc(-c2oc3c(CC=C(C)C)c(O[C@@H]4O[C@H](CO)[C@@H](O)[C@H](O)[C@H]4O)cc(O)c3c(=O)c2O[C@@H]2O[C@@H](C)[C@H](O)[C@@H](O)[C@H]2O)cc1
  A: x; B: x; C: -6; D: 2; E: 24; F: -1; G: -3; H: -4; I: -2

> C=C[C@H]1CN2CCC1C[C@H]2[C@H](O)c1ccnc2ccc(OC)cc12 (some centres undefined)
  A: -3; B: 15; C: -13; D: -1; E: -4; F: -1; G: -3; H: 5; I: -6

> CCc1ccccc1OC[C@@H](O)CN[C@H]1CCCc2ccccc21
  A: -3; B: 8; C: -48; D: 2; E: -6; F: 3; G: -2; H: -5; I: -6

> COc1cc(C2Oc3cc(C4Oc5cc(O)cc(O)c5C(=O)C4O)ccc3OC2CO)ccc1O (centres undefined)
  A: 5; B: 8; C: 1; D: 6; E: -2; F: 8; G: 10; H: 7; I: 60*

> O=C(O)c1cc(=O)c2ccccc2o1
  A: 2; B: 7; C: 0; D: 4; E: 2; F: 0; G: -3; H: -5; I: -2

> CN(C)CC/C=C1/c2ccccc2COc2ccc(CC(=O)O)cc21
  A: -2; B: -1; C: 3; D: 60*; E: 3; F: 2; G: 2; H: -2; I: 3

> Nc1c2ccccc2nc2ccccc12
  A: 0; B: 4; C: -1&12; D: 6&-5; E: -29&-28; F: 1&4; G: 0&2; H: -3&0; I: -6&5

> CC1O[C@@H](OCC2O[C@@H](Oc3cc(O)c4c(c3)OC(c3ccc(O)cc3)CC4=O)[C@H](O)[C@@H](O)[C@@H]2O)[C@H](O)[C@H](O)[C@H]1O (some centres undefined)
  A: -3; B: 9; C: 14; D: 0; E: 1; F: 15; G: 1; H: 1; I: 9

> CC(C)NNC(=O)c1ccncc1
  A: -1; B: 5; C: -11; D: -1; E: 2; F: 3; G: -2; H: 1; I: -1

> CCCCN(CCCC)CCCOC(=O)c1ccc(N)cc1
  A: 2; B: 4; C: 0; D: 0; E: 3; F: 4; G: -2; H: 1; I: 1

> C[C@H](CCC(=O)O)[C@H]1CC[C@H]2[C@@H]3[C@H](O)C[C@@H]4C[C@H](O)CC[C@]4(C)[C@H]3CC[C@]12C
  A: 5; B: -6; C: 9; D: 0; E: -7; F: 8; G: 1; H: -5; I: 0

> O=C(Nc1cc(-c2ccccc2)nn1-c1ccccc1F)c1ccc([N+](=O)[O-])cc1
  A: 6; B: 8; C: -3; D: 11; E: 4; F: -3; G: 0; H: -2; I: -2

> O=C(NC1CCN(CCc2c[nH]c3ccccc23)CC1)c1ccccc1
  A: 1; B: 0; C: 37; D: 5; E: -2; F: 6; G: 6; H: 3; I: 11

> CC(=O)Oc1ccc2c(C)cc(=O)oc2c1
  A: 1; B: 4; C: -8; D: 1; E: 0; F: 0; G: 1; H: -2; I: 3

> Cc1scc2c1N(C(=O)CN1CCN(C)CC1)c1ccccc1NC2=O
  A: 5; B: 4; C: -6; D: -2; E: -7; F: 0; G: 1; H: 0; I: -1

> CCN(CC)CC1CCCCN1CC(=O)N1c2ccccc2C(=O)Nc2cccnc21 (centres undefined)
  A: x; B: x; C: 5; D: 0; E: 2; F: 5; G: -2; H: -6; I: 3

> CC[C@]12CCCN3CCc4c(n(c5ccccc45)[C@](O)(C(=O)OC)C1)[C@@H]32
  A: -5; B: 3; C: -2; D: -4; E: 0; F: 4; G: -2; H: 2; I: 7

Ten compounds already listed, ordered by length of the SMILES, lowest first.
Labels used below – A = PAFAH1B2 inh; B = PAFAH1B3 inh; C = PREPL inh; D = pPAFAH FP inh; E = PME-1 inh; F = GSTO1 inh; G = LYPLA1 inh; H = PAD4 inh; I = LYPLA2 inh
> CC(C)NNC(=O)c1ccncc1
  A: -1; B: 5; C: -11; D: -1; E: 2; F: 3; G: -2; H: 1; I: -1

> Nc1c2ccccc2nc2ccccc12
  A: 0; B: 4; C: -1&12; D: 6&-5; E: -29&-28; F: 1&4; G: 0&2; H: -3&0; I: -6&5

> O=C(O)c1cc(=O)c2ccccc2o1
  A: 2; B: 7; C: 0; D: 4; E: 2; F: 0; G: -3; H: -5; I: -2

> CCCCN(CCCC)CCCOC(=O)c1ccc(N)cc1
  A: 2; B: 4; C: 0; D: 0; E: 3; F: 4; G: -2; H: 1; I: 1

> CN(C)CC/C=C1/c2ccccc2COc2ccc(CC(=O)O)cc21
  A: -2; B: -1; C: 3; D: 60*; E: 3; F: 2; G: 2; H: -2; I: 3

> Cc1scc2c1N(C(=O)CN1CCN(C)CC1)c1ccccc1NC2=O
  A: 5; B: 4; C: -6; D: -2; E: -7; F: 0; G: 1; H: 0; I: -1

> CCN(CC)CC1CCCCN1CC(=O)N1c2ccccc2C(=O)Nc2cccnc21 (centres undefined)
  A: x; B: x; C: 5; D: 0; E: 2; F: 5; G: -2; H: -6; I: 3

> COc1cc(C2Oc3cc(C4Oc5cc(O)cc(O)c5C(=O)C4O)ccc3OC2CO)ccc1O (centres undefined)
  A: 5; B: 8; C: 1; D: 6; E: -2; F: 8; G: 10; H: 7; I: 60*

> CC[C@]12CCCN3CCc4c(n(c5ccccc45)[C@](O)(C(=O)OC)C1)[C@@H]32
  A: -5; B: 3; C: -2; D: -4; E: 0; F: 4; G: -2; H: 2; I: 7

> C[C@H](CCC(=O)O)[C@H]1CC[C@H]2[C@@H]3[C@H](O)C[C@@H]4C[C@H](O)CC[C@]4(C)[C@H]3CC[C@]12C
  A: 5; B: -6; C: 9; D: 0; E: -7; F: 8; G: 1; H: -5; I: 0

Going on with the list:
Labels used below – A = PAFAH1B2 inh; B = PAFAH1B3 inh; C = PREPL inh; D = pPAFAH FP inh; E = PME-1 inh; F = GSTO1 inh; G = LYPLA1 inh; H = PAD4 inh; I = LYPLA2 inh
> CCCOc1ccc(C(=O)OCCN(CC)CC)cc1N
  A: 0; B: 6; C: 0; D: 2; E: 8; F: 1; G: -2; H: -4; I: 2

> CCc1cccc(CC)c1NC(=O)CN(CC(=O)O)CC(=O)O
  A: 4; B: 15; C: 9; D: -3; E: -1; F: 7; G: 1; H: -4; I: 6

> CN(C)CCCSc1ccccc1NC(=O)/C=C/c1ccccc1
  A: x; B: x; C: 19; D: 3; E: 0; F: -1; G: 4; H: -5; I: 3

> Cc1c(C)n(Cc2ccccc2)c2ccc(C(=O)OCCN(C)C)cc12
  A: 1; B: 1; C: 20; D: 1; E: 1; F: 5; G: -1; H: -6; I: -8

> Cc1cc(=O)oc2cc(O)ccc12
  A: 7; B: 1; C: 3; D: 2; E: 1; F: 0; G: 0; H: 2; I: 1

> O=C(O)Cc1cn(-c2ccccc2)nc1-c1ccc(Cl)cc1
  A: 1; B: 8; C: 16; D: 3; E: 5; F: -8; G: -1; H: -6; I: -10

> CN(C)c1ccc2nc3ccc(=[N+](C)C)cc-3sc2c1
  A: 3; B: 8; C: 21; D: 3; E: 4; F: 36*; G: -1; H: -3; I: -5

> O=C1c2c(O)ccc(O)c2C(=O)c2c(NCCNCCO)ccc(NCCNCCO)c21
  A: 3&-3; B: 4&6; C: 101*; D: 4; E: 2; F: 4; G: 2; H: -3; I: 4

> CCCC1(c2ccccc2)NC(=O)N(CC(=O)N(C)Cc2c(F)cccc2Cl)C1=O (centres undefined)
  A: 3; B: 4; C: -16; D: 4; E: 1; F: -1; G: 3; H: 1; I: -1

> N=c1nc(N2CCCCC2)cc(N)n1O
  A: 2&-2; B: 11&16; C: -3&-1; D: 4&-2; E: -5&-7; F: -3&3; G: 1&-3; H: -5&-4; I: 1&3

These rows are one share of the data; the hit share may differ from the screen's.
